# Screening results (PubChem)
# UBC13 polyUb: inhibitors of human UBC13 polyubiquitin chain formation; inhibition, % at 20 µM; TR-FRET; actives 0.47% (n = 330,000); AID 485273; P61088; in the data active means inhibition above about 45%, passing the limit was not always enough
# Target sequence (P61088 whole entry, looked up): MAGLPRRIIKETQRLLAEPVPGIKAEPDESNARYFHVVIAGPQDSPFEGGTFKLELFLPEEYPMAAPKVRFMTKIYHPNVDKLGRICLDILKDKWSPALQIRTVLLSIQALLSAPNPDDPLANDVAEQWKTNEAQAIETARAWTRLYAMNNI
# Gli-Sufu antag: antagonists of Gli-Sufu signaling. Sufu-KO-LIGHT fibroblasts, Gli luciferase reporter luminescence. inhibition, % at 5 µM. AID 588413. actives 0.74% (n = 340,000);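 active means inhibition above about 55%, limit read from the data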;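 further: 0% = DMSO-treated cells and 100% = wells with medium but no cells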
# APJ antagonist: antagonists of human APJ apelin receptor | inhibition, % at 20 µM | CHO-K1 APJ beta-arrestin complementation, luminescence | actives 0.32% (n = 330,000);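 active means inhibition above about 40% at 20 µM, limit read from the data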;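 further: cells challenged with 10 nM apelin-13 agonist together with compound; plate controls were apelin-13 plus DMSO wells for no effect and DMSO wells lacking apelin-13 for full effect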
# Jurkat NFkB inh: inhibitors of the PMA/ionomycin-induced NF-kB reporter in Jurkat cells; PMA/ionomycin-induced NF-kB luciferase reporter, luminescence; inhibition, % at 4 µM; actives 0.53% (n = 330,000); in the data active means inhibition above about 50%
# EBI2 antag: antagonists of human EBI2 receptor. EBI2 beta-arrestin recruitment, luminescence, 7a,25-OHC stimulated. inhibition, % at 5 µM. AID 651636. actives 0.81% (n = 360,000). P32249; in the data active means inhibition above about 38%;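 further: enzyme fragment complementation signal reports receptor beta-arrestin coupling in cells; 0% = agonist plus DMSO wells and 100% = wells without agonist; some results beyond the cut were filed as inactive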
# Target sequence (P32249 whole entry, looked up, the tested form may be a part): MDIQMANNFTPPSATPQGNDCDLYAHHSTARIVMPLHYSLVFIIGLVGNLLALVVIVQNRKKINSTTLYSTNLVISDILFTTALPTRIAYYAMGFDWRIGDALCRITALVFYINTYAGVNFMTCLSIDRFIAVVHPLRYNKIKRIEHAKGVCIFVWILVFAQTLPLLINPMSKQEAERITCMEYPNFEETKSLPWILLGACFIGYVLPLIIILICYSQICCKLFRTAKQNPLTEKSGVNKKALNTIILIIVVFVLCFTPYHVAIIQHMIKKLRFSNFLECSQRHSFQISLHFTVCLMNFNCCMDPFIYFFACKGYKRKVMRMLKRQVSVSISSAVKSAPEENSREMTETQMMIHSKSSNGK
# CCR6 antagonist: CCR6 (human) receptor antagonism. P51684. CHO-K1 CCR6 PathHunter beta-arrestin, luminescence, CCL20-stimulated. inhibition, % at 20 µM. actives 0.49% (n = 340,000). AID 493098;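 active means compounds whose inhibition of the agonist-driven luminescence signal at 20 µM reaches about 50%, limit read from the data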;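 further: cells stimulated with CCL20 at 14 nM final; plate controls were DMSO with CCL20 for no effect and DMSO without agonist for full effect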
# 697 NFkB inh: lowers PMA/ionomycin-induced NF-kB signal in 697 B cells | 697 B-cell NF-kB luciferase reporter, 16 h | inhibition, % at 4 µM | actives 0.33% (n = 330,000); in the data active means inhibition above about 35%
# CXCR6 inh: inhibitors of human CXCR6 receptor | CHO-K1 PathHunter CXCR6 beta-arrestin, luminescence | actives 0.36% (n = 360,000) | O00574 | inhibition, % at 20 µM | AID 602244; in the data active means inhibition above about 34%, passing the limit was not always enough;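 further: antagonist mode with CXCL16 agonist at 10 nM final; 0% = 10 nM CXCL16 with DMSO and 100% = unstimulated wells without agonist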
# Target sequence (O00574 whole entry, looked up): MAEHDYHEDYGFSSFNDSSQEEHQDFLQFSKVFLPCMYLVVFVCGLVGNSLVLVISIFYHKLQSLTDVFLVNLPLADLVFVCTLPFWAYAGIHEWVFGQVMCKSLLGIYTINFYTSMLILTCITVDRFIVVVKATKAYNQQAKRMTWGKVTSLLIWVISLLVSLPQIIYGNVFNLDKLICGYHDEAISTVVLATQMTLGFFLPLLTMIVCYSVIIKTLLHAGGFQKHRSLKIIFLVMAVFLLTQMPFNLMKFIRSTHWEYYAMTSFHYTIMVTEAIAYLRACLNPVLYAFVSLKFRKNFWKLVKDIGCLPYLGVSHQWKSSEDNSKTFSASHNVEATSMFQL
# Numbers without * were called inactive; . = not tested or not shown.
No.	SMILES	UBC13 polyUb	Gli-Sufu antag	APJ antagonist	Jurkat NFkB inh
1	CCOC(CNC(=O)c1cc(C)nn1-c1ccccc1)OCC	5	1	-7	-1
2	CCc1ccc(OCC(=O)NC(=S)Nc2ccc(F)cc2)c(Br)c1	-9	2	-7	-26
3	CNC(=O)c1cc(Nc2nnc(-c3ccc(O)cc3)c3ccccc23)ccc1OC	-2	-8	-8	8
4	CC(=O)N[C@@H](Cc1c[nH]c2ccccc12)C(=O)OCC(=O)NCc1ccc2c(c1)OCO2	3	-8	19	-3
5	Nc1ccc(C(=O)Nc2ccc3nc(-c4ccncc4)[nH]c3c2)cc1	6	-7	-18	15
6	Cc1ccc(C(=O)CSc2nc3ccc(C(=O)NCCN4CCCCC4)cc3c(=O)[nH]2)cc1	8	-19	15	8
7	Cc1ccc(C)c(N(C)C(=O)c2coc(=O)c3ccccc23)c1	1	-25	1	9
8	O=C(CN1CCN(S(=O)(=O)c2cc(Br)ccc2Br)CC1)NCc1ccccc1Cl	.	20	.	.

No.	EBI2 antag	CCR6 antagonist	697 NFkB inh	CXCR6 inh
1	6	7	7	-1
2	3	-2	-9	5
3	23	1	35*	6
4	-9	0	11	-2
5	-6	-8	17	4
6	-5	5	15	-4
7	2	2	6	2
8	17	14	.	-1

# (more compounds)
No.	SMILES	UBC13 polyUb	Gli-Sufu antag	APJ antagonist	Jurkat NFkB inh
9	CNC(=S)N1CCN(c2nc3ccccc3s2)CC1	8	-45	5	-52
10	CC(C)n1nc(C(=O)Nc2nnc(C3CC3)s2)c2ccccc2c1=O	2	-2	4	8
11	COc1ccccc1NC(=O)c1csc2c1CCC(C)C2 (stereo unspecified)	-3	-17	-1	-11
12	CCCC1(C(=O)OCC)NC(c2ccc(O)cc2)C2C(=O)N(c3ccc4c(c3)OCCO4)C(=O)C21 (stereo unspecified)	5	3	8	9
13	Cc1ccc(-c2cc(C(=O)N/N=C/c3ccco3)[nH]n2)cc1	-10	-7	-26	0
14	NC(=O)c1ccccc1OCC(=O)N1CCc2ccccc2C1	6	2	22	-2
15	Cc1onc(-c2ccccc2)c1C(=O)NCc1ccc2c(c1)OCO2	3	4	-6	7
16	CC(C)c1nnc(NC(=O)CCC(=O)NCc2ccc3c(c2)OCO3)s1	7	-127	12	-18

No.	EBI2 antag	CCR6 antagonist	697 NFkB inh	CXCR6 inh
9	-12	5	-29	-6
10	2	3	-7	3
11	7	3	-2	13
12	0	-1	13	4
13	5	-10	5	-3
14	2	15	16	0
15	-17	9	21	6
16	-2	-4	-1	2

# More results:
No.	SMILES	UBC13 polyUb	Gli-Sufu antag	APJ antagonist	Jurkat NFkB inh
17	CCn1c(=O)c2cc(C(=O)NCC(OC)OC)sc2c2ccccc21	21	50	3	-5
18	Cc1ccc(S(=O)(=O)Oc2ccc(C(c3c(C)[nH][nH]c3=O)c3c(C)[nH][nH]c3=O)cc2)cc1	-2	6	28	-5
19	O=C(/C=C/c1ccccc1)NNC(=O)c1cccs1	6	-24	-6	-17
20	OC(c1ccccc1)C1CN(Cc2ccccc2)CCC1(O)c1ccccc1 (stereo unspecified)	10	35	5	8
21	OC(CNCc1ccccc1F)(c1ccc(F)cc1)c1ccc(F)cc1	-2	11	5	-14
22	CC(=O)N1CCN(C(=O)c2ccc(S(=O)(=O)Nc3ccccc3C)cc2)CC1	-7	10	11	0
23	O=C(Nc1ccccc1C(=O)O)c1cc(S(=O)(=O)Nc2ccccc2)ccc1Cl	-4	-15	21	2
24	COc1ccc(C2=NOC(Cn3nc(C(=O)NCc4ccc(OC(F)(F)F)cc4)cc3-c3ccccc3)C2)cc1 (stereo unspecified)	0	12	-1	7

No.	EBI2 antag	CCR6 antagonist	697 NFkB inh	CXCR6 inh
17	3	8	22	3
18	8	11	12	-2
19	-8	-2	-7	-3
20	12	11	-2	-1
21	17	16	19	-14
22	-8	1	-22	-6
23	-8	-13	23	0
24	27	-26	-2	-10

# (next part)
No.	SMILES	UBC13 polyUb	Gli-Sufu antag	APJ antagonist	Jurkat NFkB inh
25	O=C(O)CSc1nnc(Cc2cccc3ccccc23)n1-c1cc(C(F)(F)F)cc(C(F)(F)F)c1	-6	-4	21	12
26	Cc1noc(C)c1C(=O)N1CCc2ccccc2C1	2	-8	-4	6
27	Cc1ccc(C2(c3noc(CN(C)Cc4ccccn4)n3)CCCC2)cc1	0	-12	-9	-4
28	O=C(CCCn1nnnc1CN1CCOCC1)N1CCN(c2ccccc2F)CC1	-3	3	-2	13
29	Cc1cc(NCCCN2CCOCC2)n2nc(C)c(-c3ccc(F)cc3)c2n1	12	1	22	-19
30	O=C(CN1C(=O)C2CCCCN2C(=O)c2ccccc21)Nc1ccc(F)cc1 (stereo unspecified)	5	-18	-1	3
31	CCc1cccc(CC)c1NC(=O)C(CC)Sc1nc2ccncc2[nH]1 (stereo unspecified)	1	1	13	-4
32	COc1ccc(-n2c(C)cc(C(=O)CN3C(=O)NC4(CCCc5sccc54)C3=O)c2C)cc1 (stereo unspecified)	1	15	11	3

No.	EBI2 antag	CCR6 antagonist	697 NFkB inh	CXCR6 inh
25	-1	6	2	-5
26	1	-9	8	5
27	-36	12	5	1
28	0	-5	-22	-8
29	0	10	-40	0
30	5	16	11	2
31	0	13	0	-2
32	38	21	-2	13

# Next part
No.	SMILES	UBC13 polyUb	Gli-Sufu antag	APJ antagonist	Jurkat NFkB inh
33	C/C(=N\N1CCN(c2ccc(Cl)cc2)CC1)c1ccco1	-9	-6	11	-7
34	C[C@H](CO)N1C[C@H](C)[C@@H](CN(C)Cc2ccc(C(=O)O)cc2)Oc2ccc(NS(=O)(=O)c3cn(C)cn3)cc2C1=O	5	-8	5	1
35	Cc1c(/C=N/N2C(=O)C3C4C=CC(C4)C3C2=O)c2ccccc2n1C (stereo unspecified)	-7	6	16	-10
36	CCOC(=O)CCN(Cc1ccccc1)S(=O)(=O)c1csc(C(N)=O)c1	-6	-2	-19	4
37	COC(=O)C1=C(C)N(c2ccc(C(=O)OC)cc2)C(=O)C1	1	5	6	0
38	Cc1cccc(NS(=O)(=O)c2ccc(Br)s2)n1	6	1	5	-8
39	CCN(CC(=O)Nc1ccc(NC(C)=O)cc1)C(=O)CN1C(=O)NC(C)(c2ccc3ccccc3c2)C1=O (stereo unspecified)	.	-6	.	.
40	COc1cccc(C(=O)NNC2OC(CO)C(O)C2O)c1 (stereo unspecified)	4	1	4	-2

No.	EBI2 antag	CCR6 antagonist	697 NFkB inh	CXCR6 inh
33	-9	-2	21	-16
34	-4	-9	-1	-1
35	-18	-5	13	-2
36	5	11	-43	7
37	0	1	13	5
38	-9	24	10	-2
39	6	1	.	2
40	-5	8	6	5

# The results go on.
No.	SMILES	UBC13 polyUb	Gli-Sufu antag	APJ antagonist	Jurkat NFkB inh
41	O=c1cc(C(F)(F)F)nc(-n2[nH]c3c(c2=O)CCCC3)[nH]1	-12	-9	-22	4
42	O=C(NCCCc1ccccc1)c1ccc(Br)o1	5	-66	-1	-25
43	C=CCn1c(Cc2cccs2)nnc1SCC(=O)c1ccc2ccccc2c1	12	1	-18	-6
44	COc1ccc(C(=S)N2CCOCC2)cc1OS(=O)(=O)c1ccc(Br)cc1	-5	12	12	-14
45	Cc1ccc(NC(=O)C(C)N2CCc3ccccc3C2)cc1 (stereo unspecified)	4	-36	11	1
46	Cc1c(C(=O)OCC(C)C)[nH]c2c1C(=O)CC(c1ccco1)C2 (stereo unspecified)	-9	44	9	65*
47	COC(=O)Cc1cc(C)cc2c(=O)cc(-c3ccoc3)oc12	-2	6	10	9
48	Cc1ccc(N(CC(=O)NCCc2ccccc2)C(=O)c2csnn2)cc1	7	-18	-13	1

No.	EBI2 antag	CCR6 antagonist	697 NFkB inh	CXCR6 inh
41	4	-6	5	-9
42	5	-2	-18	4
43	20	14	-11	4
44	4	18	-34	-13
45	-4	15	-3	5
46	-2	11	-29	-5
47	-6	15	11	16
48	4	11	10	-1

# The listing continues:
No.	SMILES	UBC13 polyUb	Gli-Sufu antag	APJ antagonist	Jurkat NFkB inh
49	Cc1ccc(S(=O)(=O)N2CCOCC2)cc1C(=O)N1C(=O)c2cccc(N)c2C1=O	6	-4	-6	-2
50	Cc1cccc(NC(=O)C2CCCN2C(=O)OCC(C)C)c1 (stereo unspecified)	4	-3	19	2
51	N#CCCn1nc(-c2ccc(Br)cc2)cc1Nc1ccccc1NC(=O)C(F)(F)F	5	7	-21	13
52	CC1CCN(C(=O)CSc2nnc(CNC(=O)c3ccco3)o2)CC1	-12	-1	1	-7
53	O=C(COc1cccc(C(F)(F)F)c1)NCC(c1cccs1)N1CCOCC1 (stereo unspecified)	1	.	15	3
54	Cc1occc1C(=O)Nc1ccc(S(=O)(=O)N2CCN(C)CC2)cc1	-6	-3	-16	4
55	COc1ccc(S(=O)(=O)N2CCCN(CC(=O)Nc3ccc(OC)c(Cl)c3)CC2)cc1	9	-1	7	2
56	O=C(O/N=C1\CCCc2ccccc21)c1cccc(Cl)c1	4	6	21	9

No.	EBI2 antag	CCR6 antagonist	697 NFkB inh	CXCR6 inh
49	-3	-1	-4	-3
50	-2	-18	15	4
51	4	-12	-40	-14
52	1	7	-4	-3
53	10	21	12	-2
54	-4	-8	19	-3
55	21	3	30	-18
56	9	17	19	2

# (continued)
No.	SMILES	UBC13 polyUb	Gli-Sufu antag	APJ antagonist	Jurkat NFkB inh
57	CN(C)CCn1c2c(c(SCC(=O)Nc3nccs3)nc1=O)CCCC2	2	1	15	12
58	COc1ccc(-c2noc(CCCC(=O)N3CCOCC3)n2)cc1	-2	-16	9	-6
59	CCOC(=O)COc1ccc2c(c1)c(C(C)=O)c(C)n2-c1ccccc1	.	14	.	.
60	O=C(Nc1ccnn1C1CCN(Cc2c[nH]c3ccccc23)CC1)c1ccccc1	6	4	4	4
61	Fc1ccc2cc(-c3ccccc3F)ncc2c1	-6	-37	-3	-3
62	CCc1ccccc1NC(=O)CCC(=O)N1CCSc2ccccc21	4	0	12	-2
63	CCN(C(=O)COC(=O)c1ccc2c(c1)OCO2)c1c(N)n(Cc2ccccc2)c(=O)[nH]c1=O	4	-1	7	10

No.	EBI2 antag	CCR6 antagonist	697 NFkB inh	CXCR6 inh
57	2	16	9	-2
58	-1	-9	3	4
59	-3	3	.	4
60	-2	8	7	3
61	2	10	-87	-8
62	-1	8	5	-3
63	-7	5	7	-4

# Down the list, from the results shown.
# Entries 57 to 63 in UBC13 polyUb: 2, -2, ., 6, -6, 4, 4
# Entries 57 to 63 in APJ antagonist: 15, 9, ., 4, -3, 12, 7

# Molecules from the list above that contain a thiophene ring, fused or not:
No.	SMILES	UBC13 polyUb	Gli-Sufu antag	APJ antagonist	Jurkat NFkB inh
11	COc1ccccc1NC(=O)c1csc2c1CCC(C)C2 (stereo unspecified)	-3	-17	-1	-11
17	CCn1c(=O)c2cc(C(=O)NCC(OC)OC)sc2c2ccccc21	21	50	3	-5
19	O=C(/C=C/c1ccccc1)NNC(=O)c1cccs1	6	-24	-6	-17
32	COc1ccc(-n2c(C)cc(C(=O)CN3C(=O)NC4(CCCc5sccc54)C3=O)c2C)cc1 (stereo unspecified)	1	15	11	3
36	CCOC(=O)CCN(Cc1ccccc1)S(=O)(=O)c1csc(C(N)=O)c1	-6	-2	-19	4
38	Cc1cccc(NS(=O)(=O)c2ccc(Br)s2)n1	6	1	5	-8
43	C=CCn1c(Cc2cccs2)nnc1SCC(=O)c1ccc2ccccc2c1	12	1	-18	-6
53	O=C(COc1cccc(C(F)(F)F)c1)NCC(c1cccs1)N1CCOCC1 (stereo unspecified)	1	.	15	3

No.	EBI2 antag	CCR6 antagonist	697 NFkB inh	CXCR6 inh
11	7	3	-2	13
17	3	8	22	3
19	-8	-2	-7	-3
32	38	21	-2	13
36	5	11	-43	7
38	-9	24	10	-2
43	20	14	-11	4
53	10	21	12	-2

# Hits appear at their usual frequency, and some 3% of all compounds hit somewhere here.
